High-throughput results (PubChem BioAssay)
TcdB GH inh – inhibitors of Clostridioides difficile toxin B glycohydrolase | P18177 | inhibition, % at 9.99 µM | TcdB glycohydrolase enzymatic assay, plate reader | 350,000 compounds, 0.24% hits; in the data active = inhibition above about 10%
Target sequence (P18177 whole entry, looked up): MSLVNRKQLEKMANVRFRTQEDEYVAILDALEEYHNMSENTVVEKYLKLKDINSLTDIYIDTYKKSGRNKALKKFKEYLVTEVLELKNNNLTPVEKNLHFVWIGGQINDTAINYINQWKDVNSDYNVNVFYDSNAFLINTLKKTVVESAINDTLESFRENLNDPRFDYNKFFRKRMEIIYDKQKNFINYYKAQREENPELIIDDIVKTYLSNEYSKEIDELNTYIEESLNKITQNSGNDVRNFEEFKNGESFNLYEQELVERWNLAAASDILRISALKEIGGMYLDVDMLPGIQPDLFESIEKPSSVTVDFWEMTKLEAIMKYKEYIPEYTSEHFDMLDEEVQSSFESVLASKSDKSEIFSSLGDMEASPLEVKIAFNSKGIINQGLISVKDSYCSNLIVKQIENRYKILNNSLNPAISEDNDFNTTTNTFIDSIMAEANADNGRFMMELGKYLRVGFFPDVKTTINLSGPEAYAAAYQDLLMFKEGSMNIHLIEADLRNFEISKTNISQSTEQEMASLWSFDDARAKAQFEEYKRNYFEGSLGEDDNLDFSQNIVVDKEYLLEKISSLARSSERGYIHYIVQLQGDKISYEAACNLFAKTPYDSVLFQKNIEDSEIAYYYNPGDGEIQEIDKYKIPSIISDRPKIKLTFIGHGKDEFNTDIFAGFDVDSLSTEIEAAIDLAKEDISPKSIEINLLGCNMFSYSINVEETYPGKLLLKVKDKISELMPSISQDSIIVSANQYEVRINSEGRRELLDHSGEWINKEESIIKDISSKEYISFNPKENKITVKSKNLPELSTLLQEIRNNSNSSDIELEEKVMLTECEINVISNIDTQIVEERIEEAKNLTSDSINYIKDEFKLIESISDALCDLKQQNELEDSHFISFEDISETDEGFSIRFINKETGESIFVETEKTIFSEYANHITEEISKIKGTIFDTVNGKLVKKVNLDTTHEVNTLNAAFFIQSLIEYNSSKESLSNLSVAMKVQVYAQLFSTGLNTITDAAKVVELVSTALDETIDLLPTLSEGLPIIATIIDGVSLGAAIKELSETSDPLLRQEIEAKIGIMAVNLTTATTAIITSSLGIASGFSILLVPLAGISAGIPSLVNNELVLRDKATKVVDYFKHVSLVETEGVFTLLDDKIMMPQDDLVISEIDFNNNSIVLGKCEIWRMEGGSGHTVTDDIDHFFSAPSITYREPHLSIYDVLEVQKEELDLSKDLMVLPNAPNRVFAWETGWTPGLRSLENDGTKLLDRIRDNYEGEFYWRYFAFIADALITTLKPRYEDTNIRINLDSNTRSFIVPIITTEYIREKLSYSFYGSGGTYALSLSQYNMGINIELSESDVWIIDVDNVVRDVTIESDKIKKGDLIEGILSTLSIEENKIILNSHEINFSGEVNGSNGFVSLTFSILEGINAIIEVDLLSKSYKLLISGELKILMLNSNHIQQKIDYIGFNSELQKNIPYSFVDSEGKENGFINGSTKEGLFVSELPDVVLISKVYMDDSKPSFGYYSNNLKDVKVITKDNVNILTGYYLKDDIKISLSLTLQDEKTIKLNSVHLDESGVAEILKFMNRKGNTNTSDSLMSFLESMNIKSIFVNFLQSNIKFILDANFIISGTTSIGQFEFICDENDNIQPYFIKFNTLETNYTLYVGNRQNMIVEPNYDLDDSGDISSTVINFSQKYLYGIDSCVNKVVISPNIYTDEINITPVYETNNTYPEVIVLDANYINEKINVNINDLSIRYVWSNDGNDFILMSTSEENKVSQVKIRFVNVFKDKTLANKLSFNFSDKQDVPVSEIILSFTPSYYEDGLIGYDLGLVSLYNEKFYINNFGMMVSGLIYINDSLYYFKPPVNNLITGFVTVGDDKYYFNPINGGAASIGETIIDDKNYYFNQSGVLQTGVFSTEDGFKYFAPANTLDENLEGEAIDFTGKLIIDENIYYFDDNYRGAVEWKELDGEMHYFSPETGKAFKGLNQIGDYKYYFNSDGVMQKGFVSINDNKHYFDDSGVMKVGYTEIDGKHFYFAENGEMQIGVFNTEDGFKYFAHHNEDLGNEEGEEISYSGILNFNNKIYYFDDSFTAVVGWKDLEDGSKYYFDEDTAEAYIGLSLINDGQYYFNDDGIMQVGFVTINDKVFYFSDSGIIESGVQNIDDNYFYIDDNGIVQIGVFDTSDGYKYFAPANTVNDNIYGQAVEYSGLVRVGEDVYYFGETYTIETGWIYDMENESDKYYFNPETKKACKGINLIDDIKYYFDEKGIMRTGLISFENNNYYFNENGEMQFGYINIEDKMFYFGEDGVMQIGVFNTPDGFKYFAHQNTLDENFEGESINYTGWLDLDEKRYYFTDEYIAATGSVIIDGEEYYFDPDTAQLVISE
Yp Topo-I inh – Y. pestis Topo-I inhibition via cleavage products; Y. pestis Topo-I cleavage product accumulation, plate reader; activity, % at 10 µM; 360,000 compounds, 0.064% hits; in the data active = activity above about 50%, passing the limit was not always enough; inconclusive = no clear call, values can overlap the other calls; also: inactives centre near 2
PfHsp40 rescue – compounds rescuing yeast from Plasmodium falciparum HSP40 toxicity; S. cerevisiae expressing PfHsp40, growth rescue, ATP luminescence; growth rescue, % at 12.5 µM; 340,000 compounds, 0.68% hits; AID 504582; in the data active = growth rescue above about 28%, passing the limit was not always enough; inconclusive = no clear call, values can overlap the other calls;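 also: yeast W303a lacking pdr1 and pdr3 grown in galactose medium; growth measured after three days at 30 °C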
FBA Mtb inh – inhibitors of M. tuberculosis fructose-bisphosphate aldolase; P9WQA3; purified M. tuberculosis FBA, fluorescence read-out; inhibition, % at 1 µM; 360,000 compounds, 2.3% hits; AID 588726; in the data active = inhibition above about 27%;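 also: 0% = vehicle and 100% = reference inhibitor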
GDH-TPI counter – inhibits GDH-TPI coupling enzymes, artifact for Mtb FBA screen; GDH-TPI coupled enzyme counterscreen, NADH absorbance; inhibition, % at 4.8 µM; 360,000 compounds, 1.2% hits; in the data active = inhibition above about 30%;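 also: 0% = DMSO wells and 100% = wells lacking the enzyme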
FadD28 binding – M. tuberculosis FadD28 bisubstrate binding inhibition; FadD28 bisubstrate probe binding, fluorescence polarization; inhibition, % at 12.5 µM; 360,000 compounds, 0.22% hits; AID 588549; in the data active = inhibition above about 8.5%, passing the limit was not always enough; inconclusive = no clear call, values can overlap the other calls
UGM FP inh – blocks M. tuberculosis UGM enzyme | P9WIQ1 | purified UGM, fluorescence polarization probe displacement | inhibition, % at 10 µM | 320,000 compounds, 0.06% hits | AID 504406; in the data active = inhibition above about 10%, passing the limit was not always enough; inconclusive = no clear call, values can overlap the other calls
Vc quorum ag – quorum light induction in luxS cqsA deficient V. cholerae; V. cholerae BH1578 lux reporter, luminescence, 6 h; activation, % at 18.7 µM; 350,000 compounds, 0.16% hits; AID 588436; in the data active = activation mostly above about 9.7%, no sharp cut-off; inconclusive = no clear call, values can overlap the other calls; inactive = mostly below about 3.7%; also: not every result past the cut was called active; inactives centre near 0; reference of the scale not given here
BioA inh – BioA (M. tuberculosis) enzyme inhibition. 360,000 compounds, 0.096% hits. inhibition, % at 9.99 µM. AID 602481. purified M. tuberculosis BioA enzyme, plate reader; in the data active = inhibition above about 40%; inconclusive = no clear call, values can overlap the other calls
An asterisk follows results filed as active; i = inactive; ? = inconclusive; . = not tested or not shown. Random draw from the library; about 4.6% have a hit in one of these screens.

No. | molecule | TcdB GH inh | Yp Topo-I inh | PfHsp40 rescue | FBA Mtb inh | GDH-TPI counter | FadD28 binding | UGM FP inh | Vc quorum ag | BioA inh
1 | O=C(CCc1ccco1)CCc1ccco1 | -0.6 | 11.0 | -1.2 | -0.4 | 3.0 | 0.5 | . | i | -0.7
2 | Cn1cccc1-c1cc(C(=O)O)[nH]n1 | . | 3.8 | -0.4 | -0.8 | -4.6 | -2.6 | -2.0 | . | -0.8
3 | CCn1nc(C)c(NC(=O)/C=C/c2ccc(OC)c(COc3ccc(Br)cc3)c2)c1C | . | -2.2 | -1.1 | -1.7 | 2.5 | -0.8 | -2.2 | -5.9 | -0.6
4 | COc1ccc(-c2[nH]ncc2CN2CCC(c3ccncc3)CC2)cc1F | 1.1 | -12.1 | -0.9 | 1.8 | 0.5 | -2.0 | -1.4 | -0.3 | 1.3
5 | Cc1cccc(NC(=O)CN(CC2CCCO2)C(=O)c2cc(S(=O)(=O)N(C)C)ccc2F)c1C (centres undefined) | 1.0 | 3.9 | 0.8 | 0.1 | 4.7 | -5.4 | 1.0 | 0.0 | -0.7
6 | O=C(O)c1oc2ccccc2c1CSc1ccc(Cl)cc1 | 1.1 | 16.8 | 13.5 | -0.3 | 2.2 | -3.5 | 1.0 | -0.2 | .
7 | COc1ccc(N2C(=O)CC2(C#N)c2ccc(OCc3ccccc3)cc2)cc1 (centres undefined) | 0.2 | -3.4 | 0.5 | 1.4 | 0.4 | -0.5 | -0.7 | -3.3 | .
8 | C#CCCOC(=O)N1C2=NC(C(=O)OC)=C(C(=O)OC)[C@@H]3Nc4ccccc4[C@]23C[C@H]1C(=O)OC | . | 12.4 | -2.2 | 6.0 | 12.1 | -1.8 | -3.3 | i | -1.5
9 | COc1ccc(N2CCN(C(=O)COC(=O)COc3ccc(C#N)cc3)CC2)cc1 | 8.8 | 2.8 | 1.8 | -1.7 | -8.4 | -1.2 | -0.2 | i | .
10 | CC(C)N1CC(COc2ccc(Br)cc2)OC1=O (centres undefined) | 2.2 | 9.6 | 0.4 | -0.3 | 2.0 | -0.7 | -0.7 | i | -0.4
11 | C=CCSc1nc2sc(-c3ccccc3)cc2c(=O)n1N | . | -4.3 | 1.0 | -1.1 | 8.2 | 0.8 | -0.8 | . | -3.1
12 | CN1c2ccccc2C(C)(C)C12C=Nc1c(cc(N3CCOCC3)c3ccccc13)O2 (centres undefined) | . | -8.1 | -1.6 | -10.6 | 8.4 | -1.9 | . | -6.7 | -2.0
13 | c1ccc(CN2CCN(C(c3ccccc3)c3nnnn3Cc3ccccc3)CC2)cc1 (centres undefined) | . | 33.2 | -1.6 | 1.4 | 2.3 | -2.5 | 1.6 | 0.3 | 0.1
14 | CC(=O)Nc1ccc(CCc2nc3ccccc3[nH]2)cc1 | 0.2 | -4.4 | ? | 0.3 | 11.4 | -0.4 | 4.3 | -0.4 | 0.2
15 | CC(=O)c1cccc(S(=O)(=O)N2CCC(C(=O)O)CC2)c1 | -0.4 | 7.0 | 1.7 | 3.9 | 5.8 | -0.2 | 5.2 | -0.3 | .
16 | O=C(c1cccc(NS(=O)(=O)c2cccc(F)c2)c1)N1CCN(c2ccccc2)CC1 | 1.5 | 10.9 | 5.0 | 1.4 | 4.7 | -2.6 | 0.8 | 3.1 | -0.6
17 | C(=C\c1ccccc1)/CN1CCN(C(c2nnnn2C2CCCC2)C2CC2)CC1 (centres undefined) | 0.6 | . | . | 3.1 | . | -2.5 | . | . | -0.3
18 | COc1ccc(N2C(=O)C(CC(=O)Nc3ccccc3)N(Cc3ccc4c(c3)OCO4)C2=O)cc1 (centres undefined) | 2.0 | -12.0 | -1.2 | 0.1 | 7.1 | -5.3 | -1.6 | -0.5 | -0.4
19 | Cn1c(NNC(=O)c2ccccc2F)cc(=O)n(C)c1=O | 2.3 | 2.0 | 0.6 | 0.2 | 10.4 | -3.4 | 4.1 | -4.8 | 0.1
20 | CCOC(=O)CCC(=O)Nc1ccc(S(=O)(=O)N2CCCCC2)cc1 | 0.8 | -7.1 | 0.0 | 1.8 | 2.5 | 0.2 | 2.4 | -0.3 | 0.9
21 | CCOc1cc(S(=O)(=O)NC2CC2)c(OCC)cc1-n1cnnn1 | . | 5.5 | -0.8 | 33.5* | -4.6 | -4.5 | -0.2 | i | -0.6
22 | Cc1nc2sc(C(=O)c3ccccc3)c(N)c2c(C)c1C | 1.4 | 16.9 | -0.9 | -4.2 | 5.1 | -2.7 | 1.8 | i | .
23 | CC(NS(=O)(=O)c1ccc(OCC(=O)N2CCCC2)cc1)c1ccccc1 (centres undefined) | -1.7 | 5.6 | 0.2 | -2.4 | -1.1 | -0.4 | -1.5 | -0.5 | -3.0
24 | CC(=O)c1cccc(NC(=O)C2C3CCC(C3)C2C(=O)O)c1 (centres undefined) | -0.7 | 0.6 | -1.7 | 0.3 | 8.6 | -1.2 | 0.9 | i | -2.9
25 | COc1cc(OC)cc(C(=O)N[C@H](C(=O)OCC(=O)Nc2cccnc2Cl)C(C)C)c1 | -0.1 | 13.8 | -1.2 | -0.7 | 2.9 | -1.4 | -0.4 | -0.3 | 0.5
26 | COc1ccc(-n2ccnc2SCC(=O)NO)cc1 | -0.2 | -4.0 | -1.4 | 0.7 | 5.3 | -1.2 | -0.5 | -0.1 | .
27 | COc1cc(C2c3c(c(C)c(C)oc3=O)Oc3c(C)c(C)oc(=O)c32)ccc1OS(=O)(=O)c1ccc(C)cc1 | 0.9 | 21.3 | -1.2 | 2.1 | 15.0 | -3.5 | 1.3 | -3.0 | -3.8
28 | CCOc1ccc(S(=O)(=O)NCc2ccc3c(c2)OCO3)cc1C | 0.2 | 12.3 | -0.3 | -2.1 | 4.4 | -5.1 | 4.2 | -0.2 | -0.1
29 | Cc1nn(-c2ccccc2)c(Cl)c1C1C(C#N)=C(N)Oc2c1c(C)nn2-c1ccccc1 (centres undefined) | . | -5.8 | 0.9 | -0.6 | 5.0 | -0.2 | 2.6 | -0.5 | -1.2
30 | Fc1ccccc1COc1ccc(-c2nnn(Cc3ccccc3F)n2)cc1 | 1.0 | -1.6 | -0.3 | -1.4 | -10.9 | -4.4 | 2.3 | -0.3 | -1.1

Next part:
No. | molecule | TcdB GH inh | Yp Topo-I inh | PfHsp40 rescue | FBA Mtb inh | GDH-TPI counter | FadD28 binding | UGM FP inh | Vc quorum ag | BioA inh
31 | CCOC(=O)CSc1nc2c(c(=O)n(C)c(=O)n2C)n1CCCc1ccccc1 | . | 26.8 | -0.7 | 3.5 | 3.1 | -4.1 | . | i | .
32 | COc1ccc(S(=O)(=O)N2CCCN(CC(=O)Nc3ccccc3F)CC2)cc1 | -2.5 | 30.5 | -0.2 | 1.4 | 3.0 | -4.2 | 0.6 | -0.3 | 6.6
33 | CC(=O)OC(C)CS(=O)(=O)c1ccccc1 (centres undefined) | 1.8 | 5.5 | -0.5 | -1.6 | 12.9 | -2.0 | -1.4 | -0.7 | .
34 | COc1ccccc1Nc1nc(N)nc(CSC(=S)N2CC(C)CC(C)C2)n1 (centres undefined) | . | 10.6 | 2.9 | -2.3 | 8.1 | -2.6 | 2.0 | i | 1.1
35 | CCc1cc(C(=O)N2CCCC(C(=O)c3cccc4ccccc34)C2)n(C)n1 (centres undefined) | 1.1 | 27.3 | 0.7 | -3.5 | 1.9 | -0.6 | 1.4 | -0.2 | .
36 | COc1ccc(C(=O)NC2CCN(S(=O)(=O)c3ccc(C)cc3)CC2)cc1 | 0.0 | -6.1 | -0.6 | 2.4 | 7.1 | -0.9 | 4.2 | 0.4 | -0.1
37 | COc1ccc(C(=O)N/N=C(\C)CC(=O)Nc2ccc3c(c2)OCCO3)c(OC)c1 | 0.4 | 9.6 | 0.6 | 0.0 | 8.9 | -0.3 | -0.5 | -0.2 | 0.0
38 | COc1cccc(C(=O)Nc2ccc(C(=O)c3ccccc3)cc2)c1 | -0.5 | 0.7 | 2.0 | 3.2 | 15.4 | -1.0 | -0.4 | -0.2 | 0.6
39 | Cc1cc(SCc2ccc(Cl)cc2Cl)nc(=O)[nH]1 | 1.5 | 3.2 | -1.8 | 5.4 | 12.9 | -1.6 | -0.8 | -0.5 | 9.3
40 | CSc1ccccc1C(=O)NC1CCCc2ccccc21 (centres undefined) | 1.4 | 3.2 | -1.4 | 0.9 | 12.6 | -2.4 | 1.9 | -0.6 | -1.0
41 | Cc1ccc(S(=O)(=O)NCC(=O)N(CC(=O)NCc2ccco2)Cc2ccc(F)cc2)cc1 | 0.9 | 16.8 | -0.9 | 1.1 | 3.7 | -0.5 | -0.1 | -1.0 | -2.1
42 | C=C1C[C@H](O)[C@@H]2[C@H](OC(=O)[C@H]2C)[C@H]2[C@H](C)[C@@H](O)C[C@@H]12 | 0.2 | 8.8 | -1.3 | -0.3 | 0.9 | -1.3 | -1.1 | 0.0 | -0.5
43 | COC(=O)C(C(=O)OC)=C(/C=C/C=C/N(C)C)N(C)C | . | 2.9 | -1.3 | 3.9 | 3.2 | 1.1 | 1.3 | i | -6.5
44 | Cc1ccc(C2=NN(Cc3nnc(-c4ccccc4)o3)C(=O)SC2)cc1 | . | 36.0 | 1.3 | -1.4 | 14.2 | -1.9 | -1.9 | 7.0 | .
45 | CC(NC(=O)c1ccncc1)C(C)(C)C (centres undefined) | . | 6.6 | 1.2 | -0.7 | 5.6 | -1.1 | -0.7 | -0.4 | 0.3
46 | O=C(O)/C=C\C(=O)Nc1cc(O)ccc1[N+](=O)[O-] | 0.9 | 0.8 | -0.9 | -9.2 | -2.5 | -1.9 | 3.9 | -0.3 | 0.1
47 | COc1ccc(Cl)cc1NC(=S)N(CCCN1CCOCC1)Cc1cn(C)c2ccccc12 | . | 23.8 | -1.0 | 2.9 | 0.8 | 0.5 | -1.9 | -0.7 | 4.7
48 | Cc1cccc(C(O)c2ncc(-c3ccccc3)[nH]2)c1C (centres undefined) | -0.4 | 0.1 | . | 7.8 | 0.9 | -0.4 | . | i | -1.4
49 | Cn1c(/C(C#N)=C(\O)COc2ccc3ccccc3c2)nc2ccccc21 | 0.4 | 2.9 | 1.0 | 1.6 | 10.0 | -0.7 | 2.7 | . | -0.2

Arranged by number of heavy atoms (largest number first): part of the list above
No. | molecule | TcdB GH inh | Yp Topo-I inh | PfHsp40 rescue | FBA Mtb inh | GDH-TPI counter | FadD28 binding | UGM FP inh | Vc quorum ag | BioA inh
24 | CC(=O)c1cccc(NC(=O)C2C3CCC(C3)C2C(=O)O)c1 (centres undefined) | -0.7 | 0.6 | -1.7 | 0.3 | 8.6 | -1.2 | 0.9 | i | -2.9
14 | CC(=O)Nc1ccc(CCc2nc3ccccc3[nH]2)cc1 | 0.2 | -4.4 | ? | 0.3 | 11.4 | -0.4 | 4.3 | -0.4 | 0.2
1 | O=C(CCc1ccco1)CCc1ccco1 | -0.6 | 11.0 | -1.2 | -0.4 | 3.0 | 0.5 | . | i | -0.7

Another view of 5 compounds above.
40) CSc1ccccc1C(=O)NC1CCCc2ccccc21 (centres undefined)
41) Cc1ccc(S(=O)(=O)NCC(=O)N(CC(=O)NCc2ccco2)Cc2ccc(F)cc2)cc1
42) C=C1C[C@H](O)[C@@H]2[C@H](OC(=O)[C@H]2C)[C@H]2[C@H](C)[C@@H](O)C[C@@H]12
43) COC(=O)C(C(=O)OC)=C(/C=C/C=C/N(C)C)N(C)C
44) Cc1ccc(C2=NN(Cc3nnc(-c4ccccc4)o3)C(=O)SC2)cc1

compound no.	40	41	42	43	44
TcdB GH inh	1.4	0.9	0.2	.	.
Yp Topo-I inh	3.2	16.8	8.8	2.9	36.0
PfHsp40 rescue	-1.4	-0.9	-1.3	-1.3	1.3
FBA Mtb inh	0.9	1.1	-0.3	3.9	-1.4
GDH-TPI counter	12.6	3.7	0.9	3.2	14.2
FadD28 binding	-2.4	-0.5	-1.3	1.1	-1.9
UGM FP inh	1.9	-0.1	-1.1	1.3	-1.9
Vc quorum ag	-0.6	-1.0	0.0	i	7.0
BioA inh	-1.0	-2.1	-0.5	-6.5	.
